CRFBP-R2 agonist: agonists of human CRF-binding protein/CRF-R2 receptor complex; HEK293 CRF-R2/CRF-BP, calcium dye fluorescence (FLIPR); percent of saturating CRF peptide response; activation, % at 13.2 µM; hit rate 0.46% among 350,000;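 active = activation of at least 50%, plus an integration ratio under a set limit after plate pattern correction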;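 also: plate controls were neutral control wells without compound for no effect and CRF at EC100 for full effect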
M4 PAM: positive allosteric modulators of human muscarinic M4 receptor. CHO-K1 hM4/Gqi5, Fluo-8 calcium fluorescence, ACh EC20; 0% = ACh EC20, 100% = maximal ACh. activation, % at 3 µM. hit rate 0.4% among 360,000;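 active = activation above its plate's cutoff, the mean activation of sample wells plus 3 SD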; also: some results filed as inactive read as strong as hits
Target sequence (P08173 whole entry, looked up): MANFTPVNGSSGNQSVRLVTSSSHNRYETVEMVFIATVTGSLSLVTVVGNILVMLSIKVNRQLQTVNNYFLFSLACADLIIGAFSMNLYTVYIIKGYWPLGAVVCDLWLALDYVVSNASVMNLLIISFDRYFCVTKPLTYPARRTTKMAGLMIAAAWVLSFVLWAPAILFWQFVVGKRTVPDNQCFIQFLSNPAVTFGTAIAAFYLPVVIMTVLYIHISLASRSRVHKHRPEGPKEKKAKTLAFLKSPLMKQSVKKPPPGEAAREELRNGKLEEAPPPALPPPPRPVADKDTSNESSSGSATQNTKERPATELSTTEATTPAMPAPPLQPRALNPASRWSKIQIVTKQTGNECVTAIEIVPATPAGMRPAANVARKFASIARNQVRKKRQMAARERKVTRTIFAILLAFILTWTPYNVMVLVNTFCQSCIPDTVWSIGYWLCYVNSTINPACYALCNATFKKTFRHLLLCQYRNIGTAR
CHRM4 agonist: CHRM4 agonism in calcium assay. hit rate 0.14% among 360,000. P08173. activation, % at 3 µM. CHO-K1 hM4/Gqi5, Fluo-8 calcium fluorescence; vehicle 0%, full acetylcholine response 100%;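 active = activation above the run mean over all test wells plus 3 SD, cut at about 32% in these data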;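 also: peak over basal fluorescence ratio per well then scaled between controls; 0% = DMSO wells and 100% = acetylcholine at EC100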
M1 antag: human CHRM1 antagonism; P11229; CHO-K1 hM1, Fluo-8 calcium fluorescence, ACh EC80 antagonist; inhibition, % at 3 µM; hit rate 1.3% among 360,000; AID 588852;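 active = percent inhibition above its own plate's cutoff, namely the mean of that plate's compound wells plus 3 SD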;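 also: peak over basal fluorescence ratio during 140 s after agonist addition; 0% = ACh EC80 plus DMSO and 100% = DMSO alone without agonist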
CHRM5 agonist: agonists of human muscarinic M5 receptor (CHRM5) | activation, % at 3 µM | hit rate 0.19% among 360,000 | P08912 | CHO-K1 hM5 cells, Fluo-8 calcium fluorescence; 0% DMSO wells, 100% maximal acetylcholine response;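 active = activation above the run's mean over test compounds plus 3 SD, cut at about 23% in these data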;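 also: signal is peak over basal fluorescence ratio across the kinetic read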
Target sequence (P08912 whole entry, looked up): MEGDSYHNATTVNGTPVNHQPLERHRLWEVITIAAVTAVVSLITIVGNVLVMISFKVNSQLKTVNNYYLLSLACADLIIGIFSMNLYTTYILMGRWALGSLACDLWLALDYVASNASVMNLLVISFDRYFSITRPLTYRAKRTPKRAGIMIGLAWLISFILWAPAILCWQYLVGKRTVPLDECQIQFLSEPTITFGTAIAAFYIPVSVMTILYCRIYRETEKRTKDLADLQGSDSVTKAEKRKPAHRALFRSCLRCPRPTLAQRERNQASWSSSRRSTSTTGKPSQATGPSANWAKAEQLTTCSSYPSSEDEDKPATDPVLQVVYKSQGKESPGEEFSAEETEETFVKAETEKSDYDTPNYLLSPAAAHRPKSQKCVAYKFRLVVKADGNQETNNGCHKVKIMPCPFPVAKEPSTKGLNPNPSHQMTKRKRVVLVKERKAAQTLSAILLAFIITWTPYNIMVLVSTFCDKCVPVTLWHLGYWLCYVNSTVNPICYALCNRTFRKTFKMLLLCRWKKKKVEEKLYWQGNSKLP
M5 antag: antagonists of human muscarinic M5 receptor (CHRM5); P08912; CHO-hM5 cells, Fluo-8 calcium fluorescence, ACh EC80; inhibition, % at 3 µM; hit rate 0.59% among 360,000;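 active = inhibition above a per-plate cutoff, the mean of that plate's test compounds plus 3 SD, cut at about 27% in these data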;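 also: 0% = acetylcholine EC80 with DMSO and 100% = DMSO without agonist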
M1 PAM: positive allosteric modulators of human M1 muscarinic receptor. P11229. CHO-K1 hM1, Fluo-8 calcium fluorescence, ACh EC20; 0% = ACh EC20, 100% = maximal ACh. activation, % at 3 µM. hit rate 0.088% among 360,000. AID 588819; in the data active = activation above about 19%, passing the limit was not always enough
CHRM4 antagonist: CHRM4 antagonism in calcium assay; CHO-hM4 cells, ACh EC80, Fluo-8 calcium fluorescence; hit rate 0.73% among 360,000; AID 624125; P08173; inhibition, % at 3 µM;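 active = inhibition above its plate's cutoff, the mean inhibition of sample wells plus 3 SD, cut at about 27% in these data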;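 also: 0% = acetylcholine EC80 with DMSO and 100% = DMSO without agonist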
M5 PAM: CHRM5 positive allosteric modulation. P08912. CHO-K1 hM5, Fluo-8 calcium, ACh EC20 PAM; 0% = ACh EC20, 100% = ACh EC100. activation, % at 3 µM. hit rate 0.3% among 360,000;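 active = activation above the run cutoff, the mean activation of all test compounds plus 3 SD, cut at about 18% in these data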
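System: CHO-K1 hM5 cells. Reagent: acetylcholine, EC20 level. Compound dosing: single dose, 3 µM nominal final test concentration. Timing: Post-acetylcholine fluorescence recording 140 s. Detection: Fluo-8 calcium fluorescence. Read-out: % activation, ACh-normalized. Benchmarks: ACh EC20 and EC100 wells. Repeats: singlicate, one well per test compound.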
* = called active by the depositor; nt = not tested or not shown.

SMILES	CRFBP-R2 agonist	M4 PAM	CHRM4 agonist	M1 antag	CHRM5 agonist	M5 antag	M1 PAM	CHRM4 antagonist	M5 PAM
CN(C)CCNC(=O)Nc1cccc(Cl)c1Cl	-1.4	12	0	-11	-3	3	7	-5	5
CCOc1cc(S(=O)(=O)n2c(C)nc3ccccc32)ccc1F	-3.7	16	1	-30	-2	-8	4	-4	-1
Cc1oc(C(C)(C)C)cc1C(=O)Nc1cccc(/C=C\C(=O)O)c1	-4.3	11	-1	-12	-4	-3	7	-7	10
Cc1cc(C)c(NS(=O)(=O)c2ccc3c(c2)NC(=O)CC(=O)N3)c(C)c1	1.5	-1	7	-11	-4	7	5	-2	-5
O=C1CCN(c2ncccc2[N+](=O)[O-])CC1	-0.2	0	0	-14	-3	1	14	-2	-9
CCC(C)NC(=O)C1CCN(CCCc2ccccc2)CC1 (stereo not drawn)	-0.4	-4	0	-7	-14	10	2	6	-5
CC(C)C(=O)Nc1cccc(-c2cn3ccccc3n2)c1	-1.9	12	1	-9	1	9	9	-3	-3
CCC1=NN(C(=O)COc2ccccc2)C(O)(c2ccc(Br)cc2)C1 (stereo not drawn)	5.1	-2	1	0	1	-6	8	1	5
O=C(CSc1nnc(Cn2cnc3ccccc32)o1)c1ccccc1	1.7	-4	8	8	5	10	-5	-5	-12
O=[N+]([O-])c1ccc(Oc2ccc(-c3cnc4ccccc4n3)cc2[N+](=O)[O-])cc1	0.1	-2	0	-6	0	4	1	-1	-2
COc1ccc(C#Cc2cnc3c(c2)C(=O)N([C@@H](C)CO)C[C@@H](C)[C@@H](CN(C)CC2CCOCC2)O3)cc1	-0.3	0	0	1	-2	-7	0	-7	3
O=C(COc1ccc(C(=O)NCC2CCCO2)cc1)Nc1cccc(C(F)(F)F)c1 (stereo not drawn)	-0.4	-6	15	4	1	-13	-1	-42	-1
CCCS(=O)(=O)N1CCc2ccc(NC(=O)C3CCCO3)cc2C1 (stereo not drawn)	-0.8	-4	1	1	-5	14	0	11	-1
C[C@H](O)[C@@H]1C(=O)N2CCc3ccc(-c4ccccc4)cc3[C@@H]2C[C@@H]1N(C)C(=O)Nc1cc(Cl)cc(Cl)c1	-1.6	4	2	-7	1	10	6	-8	-3
COc1cc(CC(=O)OCC(=O)NCC(C)C)cc(OC)c1OC	0.8	1	3	-12	1	-1	10	4	5
CC1=C(CCN2CCN(C(C)C)C(CCO)C2)C(C)(C)CCC1 (stereo not drawn)	0.7	-2	2	-9	-5	-22	10	-10	8
COc1ccc(NCC(O)Cn2c(C)c(C)c3ccccc32)cc1 (stereo not drawn)	1.3	1	4	-5	0	3	6	0	4
CC(c1ccccc1F)n1cc(C(=O)NCc2ccncc2)nn1 (stereo not drawn)	-0.2	7	1	-19	-1	-5	14	-3	9
Nn1c(SCC(=O)Nc2ccc3c(c2)OCCO3)nnc1C(F)(F)F	-0.6	9	0	-13	0	-4	10	0	2
N#CCCN(C(=O)COC(=O)c1cccc(S(=O)(=O)Nc2ccc([N+](=O)[O-])cc2)c1)c1ccccc1	-1.9	0	0	2	-2	3	-2	6	2
COc1cc(C(=O)N2CCN(C/C=C/c3ccccc3)CC2)cc(OC)c1OC	-0.1	6	0	-9	1	-4	7	13	1
CCC[C@@H]1CCCC/C=C\CCCC(=O)OCCN1C(=O)OC(C)(C)C	3.9	5	-1	-12	0	14	2	1	4
Cc1ccc(NS(=O)(=O)c2c(C(=O)N3CCCCCC3)c(C)n(C)c2C)c(C)c1	-1.3	-1	0	2	-1	12	1	-1	-5
CSc1nc(-c2ccco2)nn1C(=O)c1ccccc1	-2.4	10	0	-8	-1	1	5	8	-2
COc1ccc(/C=C/C(=O)NCCN=C2NS(=O)(=O)c3ccccc32)cc1	-3.3	-2	1	-6	-1	1	8	1	-8
O=C(Nc1ccc2c(c1)OCCO2)Nc1ccc2c(c1)OCO2	0.3	-3	4	4	-1	2	2	-4	-9
O=C(c1cccc(S(=O)(=O)N2CCCCC2)c1)N1CCN(Cc2ccccc2)CC1	-0.6	2	3	0	1	-1	-1	-23	0
Cc1ccc(/C=C/C(=O)C2C(=O)c3ccccc3C2=O)cc1	0.3	-3	0	-14	0	7	8	6	-1
Clc1ccc(-c2n[nH]c3c2CCC3)cc1Cl	1.5	-3	0	-16	-2	4	-2	2	-6
C=CCN=C(C)C1=C(O)C(C)OC1=O (stereo not drawn)	-0.1	1	1	-5	-1	-10	8	2	3
Cc1cccc(NC(=O)C2(c3cccs3)CCOCC2)c1	-2.2	5	0	-10	-4	3	10	0	-4
Cc1cc(C)c(S(=O)(=O)NCCc2ccccc2)c(C)c1	-1.7	-3	-2	0	-7	-26	5	-18	8
CC1CC(C)CN(C(=O)COC(=O)CNC(=O)C23CC4CC(CC(C4)C2)C3)C1 (stereo not drawn)	-0.8	8	5	-11	-2	0	11	-20	2
Cc1cccc(NS(=O)(=O)c2ccc(Cl)cc2)n1	1.8	-2	1	-12	3	-2	8	-18	7
O=C(O)CCC(=O)Nc1ccc(N2CCOCC2)cc1	1.3	4	1	5	-3	-13	-4	2	2
Cc1cccc(NC(=O)c2cc(-c3ccccn3)nc3ccccc23)c1C	-0.2	-20	22	33	2	16	-14	13	-23
COc1ccc(C(=O)CCC(=O)Nc2cccnc2)c(OC)c1	-0.9	13	5	-5	-2	6	1	-13	-1
CC(=O)N1c2ccc(S(=O)(=O)NCCc3ccccc3)cc2CC1C (stereo not drawn)	-0.6	-7	17	29*	3	5	-14	1	-12
COc1ccc(Cl)cc1NC(=O)Nc1cn(C)nc1C	0.0	-3	1	-13	-1	10	9	-1	-5
CCOc1ccc2c(c1)C(=O)c1cc(OCC(=O)O)ccc1-2	-0.8	16	0	-6	-1	-1	5	3	11
Nc1nc2c(ccc3ccccc32)s1	2.7	-3	1	-2	-2	9	4	10	4
O=C(NCCCN1CCCCC1)C1(S(=O)(=O)c2ccc(Cl)cc2)CC1	-0.2	-2	0	-9	-4	1	5	-4	-3
CCOC(=O)[C@]12CCCC=C1N(Cc1ccco1)C(=O)[C@H](CC(=O)NCc1cccs1)C2	nt	-4	-1	nt	0	-2	nt	23	2
Cc1ccccc1Oc1cc(-n2ncc(Cl)c(Cl)c2=O)ncn1	-1.1	-4	-1	14	-2	-1	7	13	6
CC(=O)Nc1ccc(C(=O)Nc2ccc(S(=O)(=O)N3CCCCC3)cc2)cc1	0.1	3	3	-5	-3	0	4	-2	-2
CC(C)NCCOCCSc1ccc(Cl)cc1	-0.8	-7	1	-9	-11	9	-4	1	-4
COc1ccc(C(=O)NCc2ccc3c(c2)OCO3)cc1	0.5	-4	0	4	-3	-2	-2	2	6
COc1ccc(OCCC(=O)OCC(=O)NC(=O)NC(C)C)cc1	-1.2	8	1	-15	2	-2	7	-2	3
CC(=O)Nc1cnc(-c2cccc(C(=O)N3CCOCC3)c2)cn1	nt	-4	1	-10	1	-6	5	-6	5
O=c1ccccn1Cc1ccccc1F	5.3	11	3	-2	0	-1	4	-7	4
Cc1ccc(OCC(=O)NCc2n[nH]c(=O)c3ccccc23)cc1	0.1	-4	1	-1	3	-2	0	4	2
Cc1c(C(=O)Nc2c(N)nc(SCC(=O)NCC3CCCO3)[nH]c2=O)cccc1[N+](=O)[O-] (stereo not drawn)	0.3	6	1	-19	-3	3	11	-3	2
CCC(C)(C)C1CCC2(CC1)NC(=O)N(CC(=O)N1CCN(C(=O)c3ccco3)CC1)C2=O (stereo not drawn)	-1.0	3	0	-4	-1	9	6	7	2
CC(=O)NC(CC(=O)Oc1ccc(C)cc1Br)c1ccccc1 (stereo not drawn)	-1.9	1	1	-4	0	-9	2	-6	3
CCc1ccccc1N1CC23C=CC(O2)C(C(=O)OCC(C)C)C3C1=O (stereo not drawn)	3.1	2	1	-11	0	-3	4	-2	-1
O=C1C2ON(c3ccccc3)C(c3ccncc3)C2C(=O)N1c1ccc(Br)cc1 (stereo not drawn)	-0.8	5	3	8	0	7	-1	7	-3
CC(C)(C)c1nnc(NC(=O)CS(=O)(=O)Cc2ccccc2)s1	-0.3	7	1	-2	-1	10	-2	2	-4
Cc1oc(-c2ccccc2Cl)nc1CS(=O)(=O)CC(=O)NCCN1CCOCC1	-3.5	0	3	-1	0	-2	3	-1	0
O=S(=O)(Nc1nc2ccccc2nc1NCC1CCCO1)c1cccs1 (stereo not drawn)	-0.7	1	0	-1	-4	0	3	0	-1
COc1ccc(CC(=O)N2CCC(Nc3nc4ccccc4n3Cc3ccc(F)cc3)CC2)cc1	-0.6	-6	4	7	-7	-4	-2	14	-8

Full records, quoted from the list. Values in the order: CRFBP-R2 agonist | M4 PAM | CHRM4 agonist | M1 antag | CHRM5 agonist | M5 antag | M1 PAM | CHRM4 antagonist | M5 PAM
CC(=O)NC(CC(=O)Oc1ccc(C)cc1Br)c1ccccc1 (stereo not drawn) is listed as -1.9 | 1 | 1 | -4 | 0 | -9 | 2 | -6 | 3
O=C1C2ON(c3ccccc3)C(c3ccncc3)C2C(=O)N1c1ccc(Br)cc1 (stereo not drawn) is listed as -0.8 | 5 | 3 | 8 | 0 | 7 | -1 | 7 | -3
CC(C)NCCOCCSc1ccc(Cl)cc1 is listed as -0.8 | -7 | 1 | -9 | -11 | 9 | -4 | 1 | -4
CC(C)(C)c1nnc(NC(=O)CS(=O)(=O)Cc2ccccc2)s1 is listed as -0.3 | 7 | 1 | -2 | -1 | 10 | -2 | 2 | -4
CCC(C)(C)C1CCC2(CC1)NC(=O)N(CC(=O)N1CCN(C(=O)c3ccco3)CC1)C2=O (stereo not drawn) is listed as -1.0 | 3 | 0 | -4 | -1 | 9 | 6 | 7 | 2

The list continues.
SMILES	CRFBP-R2 agonist	M4 PAM	CHRM4 agonist	M1 antag	CHRM5 agonist	M5 antag	M1 PAM	CHRM4 antagonist	M5 PAM
COCCCNC(=O)C[C@H]1C[C@H](C(=O)N2CCOCC2)[C@@]2(C)c3[nH]c4cc(CCC(=O)N(C)C)ccc4c3CCN2C1=O	-1.0	3	1	-2	1	-3	-3	-6	-1
CC[C@H](C)[C@@H](CN[C@H](CCCCNC)CNC)NCC1CCCC1	-1.2	13	4	5	4	2	3	7	9
CN(C)S(=O)(=O)n1cc(/C=C(\NC(=O)c2ccccc2F)C(=O)NCCCn2ccnc2)c2ccccc21	-1.2	-8	7	-8	-3	15	8	-8	-6
COc1ccc(CC(=O)N/N=C/c2cc(Br)cs2)cc1OC	-0.4	-2	7	-2	4	0	1	-9	-6
COc1ccc(C(=O)Nc2nc3ccccc3[nH]2)cc1S(=O)(=O)N1CCOCC1	-1.6	-3	6	10	3	5	0	-3	-13
COC(=O)c1sc(NC(=O)CC(C)C)c(C(=O)OC)c1C	0.2	5	0	-22	-1	-11	6	0	4
Cn1c(C(=O)N2CCCC(C(=O)NCc3ccccc3)C2)cc2sccc21 (stereo not drawn)	0.8	-1	8	0	-6	13	-2	1	-7
COc1ccc(CNC(=O)C(C)N2CCN(c3ccc(C(C)=O)cc3)CC2)cc1 (stereo not drawn)	1.6	-1	4	1	-1	14	1	-15	-6
CC[C@]12c3[nH]c4ccccc4c3CCN1C(=O)C(CC(=O)NCCCn1ccnc1)C[C@@H]2C(=O)N1CCN(C(=O)C2CC2)CC1 (stereo partly drawn)	1.6	1	0	-14	-1	3	11	4	0
Cc1nnc2sc(-c3ccc(NC(=O)c4ccc(-c5ccc(Cl)cc5Cl)o4)cc3)nn12	-0.8	-5	0	-2	0	6	3	10	-4
CCCCCn1cnc2c(sc3nc4c(cc32)CSC(C)(C)C4)c1=O	5.2	-6	1	-4	0	1	0	3	-1
